SSB-PriA inh = inhibitors of Klebsiella pneumoniae PriA binding to SSB C-terminal tail; AlphaScreen SSBct-PriA binding, biotinylated peptide; inhibition, % at 33 µM; 430,000 tested, 0.6% active; in the data active = inhibition mostly above about 37%, no sharp cut-off; inactive = mostly below about 20%;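 also: plate controls were negative control peptide for no effect and reference peptide for full effect; strong numbers were not always called active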
Vc quorum ag = inducers of Vibrio cholerae quorum light production without autoinducers | V. cholerae BH1578 lux reporter, luminescence, 6 h | activation, % at 18.7 µM | 350,000 tested, 0.16% active; in the data active = activation mostly above about 9.7%, no sharp cut-off; also: not every result past the cut was called active; inactives centre near 0; reference of the scale not given here
TcdB GH inh = TcdB glycohydrolase inhibition. TcdB glycohydrolase enzymatic assay, plate reader. inhibition, % at 9.99 µM. 350,000 tested, 0.24% active. P18177. AID 652162; in the data active = inhibition above about 10%
Anthrax LF prot = blocks Bacillus anthracis lethal factor protease; multiplex microsphere protease cleavage assay, LF; inhibition, % at 10 µM; 360,000 tested, 0.12% active; AID 588501; in the data active = inhibition above about 30%; also: plate controls were buffer without enzyme for full effect and enzyme alone for no effect
Y pestis TopoI = Y. pestis Topo-I inhibition via cleavage products; Y. pestis Topo-I cleavage product accumulation, plate reader; activity, % at 10 µM; 360,000 tested, 0.064% active; AID 504884; in the data active = activity above about 50%, passing the limit was not always enough; also: inactives centre near 2
3CLpro inhibitor = SARS-CoV 3CLpro protease inhibition | P0C6X7 | AID 1706 | inhibition, % at 6 µM | recombinant SARS-CoV 3CLpro, quenched FRET peptide cleavage | 290,000 tested, 0.14% active; in the data active = inhibition above about 12%
PfHsp40 yeast = restores yeast growth despite PfHsp40 toxicity; 340,000 tested, 0.68% active; S. cerevisiae expressing PfHsp40, growth rescue, ATP luminescence; growth rescue, % at 12.5 µM; in the data active = growth rescue above about 28%, passing the limit was not always enough;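 also: yeast W303a lacking pdr1 and pdr3 grown in galactose medium; growth measured after three days at 30 °C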
Rv3671c inh = inhibits the M. tuberculosis serine protease Rv3671c | 320,000 tested, 0.048% active | inhibition, % at 5.96 µM | AID 2606; in the data active = inhibition above about 38%;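 also: extracellular domain of Rv3671c used as enzyme; 0% = enzyme with DMSO and 100% = no enzyme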
MazEF act = MazEF (E. coli) toxin RNase activation. P0AE70. FAM/BHQ RNA-DNA oligo cleavage fluorescence, 5 h. activation, % at 20 µM. 350,000 tested, 0.32% active. AID 504720; in the data active = activation above about 50%
DUSP3 inh = DUSP3 (human) phosphatase inhibition; recombinant VHR phosphatase, pNPP absorbance; inhibition, % at 13.3 µM; 290,000 tested, 0.52% active; AID 1654; in the data active = inhibition above about 50%; also: some compounds called inactive have numbers as strong as hits
* hit, by the source's call; i = inactive; nt = not tested or not shown; & = joins results of further samples. Some of the compounds tested; count on the stated rates, not on these rows.

structure	SSB-PriA inh	Vc quorum ag	TcdB GH inh	Anthrax LF prot	Y pestis TopoI	3CLpro inhibitor	PfHsp40 yeast	Rv3671c inh	MazEF act	DUSP3 inh
O=C(O)c1ccc(Nc2ccc3nonc3c2[N+](=O)[O-])cc1	-6	i	2.4	-9	1	-1	-1.1	-8	2	15
COc1ccc(Nc2nc3ccccc3c(=O)[nH]2)cc1	-8	-0.6	0.7	-4	6	2	-0.2	1	6	21
O=C(CF)NC(NC(=S)Nc1cccc([N+](=O)[O-])c1)C(Cl)(Cl)Cl (stereo not given)	-3	-0.2	0.2	0	-6	4	0.1	3	4	14
Cc1ccccc1NS(=O)(=O)c1cc(C(=O)Nc2ccccc2-c2ccccc2)ccc1Cl	-9	-8.0	nt	-2	20	-1	0.1	-60	-6	-7
CC(C)(C)NC(=O)COC(=O)C1c2ccccc2Oc2ccccc21	-18	-0.3	0.6	20	21	-2	0.6	-2	-8	-17
CCOC(=O)c1cnn(-c2c(Cc3ccccc3)c(C)nc3c(-c4ccccc4)c(C)nn23)c1N	-2&-14	-0.4	nt	0	-11	2	0.7	-9	-5	6
CCC(=NCc1ccco1)c1c(O)n(Cc2ccccc2)c(=O)[nH]c1=O	-6	i	nt	-3	20	6	1.6	-6	4	-7
Cc1ccc(CC(=O)c2ccc(Cl)cc2)cc1	-29	5.3	-0.8	-4	-1	2	-0.4	0	2	-11
CCOc1c(Br)ccc2c1sc1nc[nH]c(=O)c12	-13	-0.4	nt	0	-3	0	-0.3	-7	3	-4
CC(C)CCN1CCN(Cc2cccc(C(F)(F)F)c2)CC1CCO (stereo not given)	-6	-0.2	1.6	-6	4	-2	2.5	-1	2	-4
O=C(OCc1cc(=O)oc2cc(O)ccc12)c1cc(S(=O)(=O)N2CCOCC2)ccc1F	-9	-14	-0.4	0	-1	nt	0.3	-12	-4	nt
O=S(=O)(NCCCN1CCOCC1)c1ccc2c(c1)OCCO2	-5	i	-0.3	-6	4	0	0.8	14	5	4
CC(CC(=O)Nc1ccc(F)cc1F)S(=O)(=O)c1ccc2c(c1)NC(=O)CO2 (stereo not given)	-5	-0.4	0.9	-1	3	2	-0.1	5	13	15
Cc1ccc(CN(C(=O)C(F)(F)F)C(C(=O)NC2CCCCC2)c2ccco2)cc1 (stereo not given)	-2	nt	nt	5	34	2	0.1	-9	0	18
O=C(CNC(=O)c1ccccc1)NCCCSc1ccccc1	-10	-0.8	1.0	0	10	nt	0.2	6	8	nt
Cc1ccc(C(=O)OCC(=O)N(C)c2c(N)n(Cc3ccccc3)c(=O)[nH]c2=O)s1	-5	i	1.9	-1	-1	nt	-0.5	3	1	nt
Nc1c(C(=O)NCCN2CCOCC2)c2nc3ccccc3nc2n1CCc1ccccc1F	-27	-2.2	nt	8	24	-2	0.6	-1	-4	14
Cc1cc2cc(OCC(=O)O)ccc2n1C	-1	-0.3	nt	-5	1	2	-0.4	-4	0	22
COc1ccc(NCC(=O)N2CCCC2)cc1Cl	8	nt	0.8	-3	0	-1	3.0	5	9	16
Cc1cccc(NC(=O)C(C)n2cc([N+](=O)[O-])cn2)n1 (stereo not given)	10	-0.7	-1.1	-7	-5	-2	0.2	6	6	33
CC(=O)c1cccc(OCC(O)CNCCOc2ccc(C)cc2)c1 (stereo not given)	-6	-0.3	-1.1	-1	4	3	0.8	-3	10	40
CCCCc1ccc(S(=O)(=O)NC2CCS(=O)(=O)C2)cc1 (stereo not given)	2	-0.4	1.2	7	-2	0	0.9	2	1	27
Cc1ccc(N2CCN(C(=S)Nc3ccccc3)CC2)cc1	-9	-0.3	2.0	-3	6	-4	1.2	1	-1	11
CCOC(=O)C1CCN(C(=O)c2ccc3c(c2)NC(=O)/C(=C\c2ccc(C)cc2)S3)CC1	13	i	-0.5	0	25	4	1.2	-7	-47	35
Cc1cc(CNC(=O)C2CCC(=O)N(Cc3cccc(C(F)(F)F)c3)C2)no1 (stereo not given)	-7	i	1.0	0	0	2	1.6	1	-2	11
COc1ccc(S(=O)(=O)N(C)C[C@H]2Oc3ncc(C#CC4(O)CCCC4)cc3C(=O)N([C@@H](C)CO)C[C@@H]2C)cc1	nt	i	1.0&-1.6	-5	-4	nt	nt	nt	7	nt
O=C(CSc1nnc(-c2ccccn2)n1Cc1ccccc1)N1CCOCC1	6	-0.4	3.3	-2	8	2	-1.1	7	7	31
CCN(CC)CCC(c1cc(OC)c(OC)c(OC)c1)c1c(OC)cc(OC)c2c(C)cc(=O)oc12 (stereo not given)	-3	i	1.3	-6	5	nt	0.4	4	13	-4
C(=N\Nc1nc(Nc2ccccc2)nc(N2CCOCC2)n1)/c1c[nH]c2ccccc12	nt	nt	nt	nt	nt	4	nt	21	18	33
Cc1cc(C(=O)COC(=O)c2ccc(NC(=O)CC#N)cc2)c(C)n1CC(F)(F)F	nt	i	0.2	-2	5	nt	nt	nt	-7	nt
C=CCn1c(C)cc(-c2csc(NC(=O)CCc3nc4ccccc4c(=O)[nH]3)n2)c1C	2	-0.6	1.1	2	-13	nt	-0.2	-6	3	nt
O=C(CSc1nccn1-c1ccccc1)NCc1ccc2c(c1)OCO2	4	-0.6	nt	0	3	5	-0.4	8	-4	16
COC(/C(=N/O)c1ccc(Cl)cc1)c1ccccc1 (stereo not given)	nt	i	-0.6	3	-1	2	122*	-5	-6	3
CCOC(=O)C1CCCN(C(=O)c2cccc(S(=O)(=O)N(C)c3ccc(C)cc3)c2)C1 (stereo not given)	-10	i	0.6	5	28	nt	1.1	-5	5	nt
COC(=O)Cc1csc(NC(=O)CSc2nnc3ccccn23)n1	-8	i	-0.1	-1	6	-1	-0.4	-6	1	26
O=C(CN(C(=O)CNS(=O)(=O)c1ccc(F)cc1)c1cccc(F)c1)NCC1CCCO1 (stereo not given)	-1	-0.4	0.3	0	7	1	-1.3	1	10	23
Cc1cc(NC(=O)CCC(=O)N(Cc2ccco2)C(C(=O)NCC2CCCO2)c2ccncc2)no1 (stereo not given)	-10	-0.5	0.5	3	7	1	-0.3	3	3	13
Cc1ccc(C(=O)N/C(=C\c2ccccc2)C(=O)OCc2ccccc2)cc1	-21	i	nt	0	-3	5	0.1	-18	-4	14
CCOC(=O)c1coc(C(=O)OCC)c1C(=O)OCC	-9	-0.8	1.2	5	0	nt	2.0	nt	3	nt
CC12CCCC[C@@H]1CCC1C2CCC2(C)C1CC[C@@]2(O)CNCCO (stereo not given in full)	1	i	0.5	-14	2	1	4.4	2	-21	20
Cc1ccc(N2C(=O)[C@@H]3[C@H](C2=O)C2c4ccccc4C=CN2[C@@H]3C(=O)c2ccco2)c(C)c1 (stereo not given in full)	14	i	nt	13	1	-3	0.2	-52	-27	2
O=C(NCC1CCCN(C2Cc3ccccc3C2)C1)c1cccs1 (stereo not given)	10	0.7	2.1	0	-3	2	-0.8	-7	7	-20
COC(=O)c1ccc2c(c1)N(C)CCS2	-16	-0.4	0.3	-5	4	-1	-0.8	5	2	9
C=CCn1c(=N)c(C(=O)NCCCOC)cc2c(=O)n3cccc(C)c3nc21	7	6.6	nt	3	-7	0	-0.3	-3	-8	3
CCOC(=O)N=Nc1c(O)n(CC(=O)OC)c2ccccc12	0	-0.6	nt	3	-1	4	1.4	-7	-1	-20
Cc1csc(=NC(=O)c2ccccc2)n1C	-3	-2.9	nt	0	3	-4	0.3	6	-1	-10
COc1ccc(OC)c(CCNC(=O)C(C)n2nc(C)c3c(C)n(-c4ccc(C)cc4)nc3c2=O)c1 (stereo not given)	2	-0.2	0.7	-2	33	-1	1.0	0	11	56*
CC(O)(c1ccccc1)C(c1ccccc1)C1CCCCN1 (stereo not given)	-6	-0.3	0.9	-4	-2	-4	-1.3	-2	3	5
O=C(CN(Cc1ccccc1Cl)C(=O)c1csnn1)NC1CCCC1	1	i	0.5	-8	2	4	-0.1	7	3	-20
Cc1ccc(CNC(=O)CCC(=O)N2CC(C)Oc3ccc(Cl)cc32)cc1 (stereo not given)	-14	-0.3	0.1	-17	23	-1	1.1	2	-7	10

Part of the list above, as labelled records:
C=CCn1c(=N)c(C(=O)NCCCOC)cc2c(=O)n3cccc(C)c3nc21
- SSB-PriA inh: 7
- Vc quorum ag: 6.6
- TcdB GH inh: nt
- Anthrax LF prot: 3
- Y pestis TopoI: -7
- 3CLpro inhibitor: 0
- PfHsp40 yeast: -0.3
- Rv3671c inh: -3
- MazEF act: -8
- DUSP3 inh: 3
Cc1ccc(N2C(=O)[C@@H]3[C@H](C2=O)C2c4ccccc4C=CN2[C@@H]3C(=O)c2ccco2)c(C)c1 (stereo not given in full)
- SSB-PriA inh: 14
- Vc quorum ag: i
- TcdB GH inh: nt
- Anthrax LF prot: 13
- Y pestis TopoI: 1
- 3CLpro inhibitor: -3
- PfHsp40 yeast: 0.2
- Rv3671c inh: -52
- MazEF act: -27
- DUSP3 inh: 2
O=C(CN(Cc1ccccc1Cl)C(=O)c1csnn1)NC1CCCC1
- SSB-PriA inh: 1
- Vc quorum ag: i
- TcdB GH inh: 0.5
- Anthrax LF prot: -8
- Y pestis TopoI: 2
- 3CLpro inhibitor: 4
- PfHsp40 yeast: -0.1
- Rv3671c inh: 7
- MazEF act: 3
- DUSP3 inh: -20
C(=N\Nc1nc(Nc2ccccc2)nc(N2CCOCC2)n1)/c1c[nH]c2ccccc12
- SSB-PriA inh: nt
- Vc quorum ag: nt
- TcdB GH inh: nt
- Anthrax LF prot: nt
- Y pestis TopoI: nt
- 3CLpro inhibitor: 4
- PfHsp40 yeast: nt
- Rv3671c inh: 21
- MazEF act: 18
- DUSP3 inh: 33

The list goes on.
structure	SSB-PriA inh	Vc quorum ag	TcdB GH inh	Anthrax LF prot	Y pestis TopoI	3CLpro inhibitor	PfHsp40 yeast	Rv3671c inh	MazEF act	DUSP3 inh
O=C1CSC(=S)N1/N=C/c1c(F)cccc1F	nt	-1.5	-0.8	-6	-8	-4	0.0	0	10	6
C=CCn1c(-c2ccccc2)cc(SC)c(C#N)c1=O	-11	-0.5	-1.4	-2	-2	10	-1.1	-8	-6	20
CCC1Sc2ccccc2N(CC(=O)NCc2ccccc2OC)C1=O (stereo not given)	-16	-0.4	nt	0	4	2	0.0	-10	-2	24
O=C(Oc1cncc(Cl)c1)c1sccc1Cl	-21	-0.4	-3.6	0	-4	nt	0.9	1	7	nt
O=C(NC1CCCCC1)C(c1ccc2ncccc2c1)N(Cc1ccc(F)cc1)C(=O)c1ccc2c(c1)OCCO2 (stereo not given)	11	-0.7	2.0	0	24	5	0.0	-10	12	45
O=C(CN1CCCN(Cc2ccc(F)cc2Cl)C1=O)NC1CCCCCC1	-10	-0.3	2.1	-2	3	-8	-1.6	4	4	20
O=C(O)c1ccccc1S(=O)(=O)NCC(O)COc1ccc(Br)cc1 (stereo not given)	1	-0.6	nt	-9	-1	0	1.1	-4	2	-4
N#Cc1ccccc1NC(=O)Nc1ccccc1	1	-1.1	-1.9	3	2	3	3.1	5	5	7
O=C(NCc1ccco1)c1ccc(C(F)(F)F)cc1	-4	i	0.2	-8	3	7	-0.3	-1	2	-8
CCOc1ccc(-c2cc(CCCC(=O)NCc3ccc(C)cc3)no2)cc1	-11	-0.2	1.9	-6	30	-2	1.1	2	-4	25
O=C(O)CCCn1cc(NC(=O)c2ccc(F)cc2)cn1	-21	-0.5	0.6	-3	-3	-1	0.8	-6	1	19
C=CCN(CC=C)C(=O)C1CCN(S(=O)(=O)c2ccc(N3CCCC3=O)cc2)CC1	4	-1.0	1.5	0	-1	3	-0.4	4	5	6
COc1ccccc1C(=O)C1CCCN(C(=O)c2cccc(-n3cccn3)c2)C1 (stereo not given)	-1	-0.3	1.0	-2	8	-5	-1.2	-1	5	34
COc1ccc(C(=O)NCC(=O)OCC(=O)N2CCc3ccccc32)cc1	-7	-1.6	-0.2	0	-8	1	0.9	-1	8	39
CC1=CC(C)(C)NC(=S)N1c1cccc(C)c1	0	-2.0&-0.5	4.1&3.3	-1&-3	0&2	2	1.8&-0.9	-1	1&3	21
O=S(=O)(Nc1c(O)ccc2ccccc12)c1ccc(F)cc1	-8	-0.7	-13	-9	3	nt	0.3	-6	-2	nt
C[C@@H]1C(=O)O[C@H]2C[C@@]34[C@H]5C[C@@H](C(C)(C)C)[C@]36[C@@H](OC(=O)[C@@H]6O)O[C@@]4(C(=O)O5)[C@]21O	-5	-0.8	-1.0	0	-8	0	0.5	3	-10	-3

Assay outcomes as filed in PubChem BioAssay.
